Screening data deposited in PubChem by National Center for Advancing Translational Sciences (NCATS).
HTT cytoprotect = Huntington cell model cytoprotection by ATP luminescence; hit rate 0.14% among 230,000; Potency, µM (top dose mostly 56.4 µM), for inactives: cytoprotection (ATP increase), actives largely listed as activators; PC12 HTT-Q103 induced, cytoprotection, ATP luminescence, 40 h;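 further: % of control where 0% means no effect; nearly all actives have a fitted effect of over 45% in size; toxic huntingtin expression switched on by the ecdysone agonist tebufenozide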
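Rat PC12, Q103 Htt exon1-GFP fusion, ecdysone promoter; tebufenozide inducer 100 nM final; compound titration; qHTS, 1500 cells/well; ATPlite luminescent read.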
TRb SRC2 PPI = TRbeta-SRC2 interaction inhibition. P10828. TRbeta-SRC2 peptide binding, fluorescence polarization; receptor liganded with 1 µM T3. Potency, µM (titrated, usually from 106 µM), without a hit: top-dose activity change, negative = inhibition, usual class: inhibitors. hit rate 0.065% among 280,000. AID 1469;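 further: plate controls were bound peptide for no effect and peptide without receptor for full effect; nearly all actives have a fitted effect of over 50% in size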
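TRb LBD 0.6 uM + Texas Red SRC2 peptide 20 nM, 1 uM T3, Tris buffer w/ 5% DMSO; compound pinned, 5 h RT; FP read ex 555/em 632; normalized to unbound and bound controls.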
Tau FP inhib = blocks human tau fibril formation measured by polarization | K18 P301L tau heparin fibrillization, Alexa594 FP, 6 h | hit rate 0.39% among 280,000 | Potency, µM (top dose mostly 57.7 µM), for the others: at the highest dose activity, negative = inhibition, hits mostly inhibitors | AID 1468; further: on the % scale 0 is the no-effect control and ±100 the full control effect; nearly all actives have a fitted effect of over 55% in size
Target sequence (P10636 561-689 P618L limits assumed): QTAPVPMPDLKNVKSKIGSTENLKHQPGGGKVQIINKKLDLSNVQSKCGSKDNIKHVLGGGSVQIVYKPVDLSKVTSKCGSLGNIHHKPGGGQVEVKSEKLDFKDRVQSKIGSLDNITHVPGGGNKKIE
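Read-out: fluorescence polarization of Alexa 594-labeled tau (0.24 uM), 555 nm excitation, 632 nm emission. Mixtures held 15 uM unlabeled K18 P301L, compound and 20 uM heparin, pH 7 acetate buffer, incubated 6 hr at 37 C.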
RECQ1 helicase = inhibitors of human RECQ1 DNA helicase; AID 2549; hit rate 0.54% among 240,000; P46063; Potency, µM (series often up to 57.3 µM), inactives show at the top dose activity, negative = inhibition, most hits filed as inhibitors; RECQ1 DNA unwinding, red fluorescence kinetic read;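 further: plate controls were vehicle for no effect and no enzyme for full effect; nearly all actives have a fitted effect of over 30% in size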
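RECQ1T1 50 nM; forked duplex (20 bp + 30-nt ss tails) 200 nM, ATP 2 mM final; pH 8.0, 2 mM MgCl2, 2.5 ug/ml poly(dI-dC); 15 min compound preincubation; discontinuous kinetic read over 2 h at RT.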
L3MBTL1 inh = inhibitors of human L3MBTL1; AID 485360; Q9Y468; Potency, µM (titrated, usually from 57.1 µM), for inactives: top-dose activity, negative = inhibition, actives largely listed as inhibitors; hit rate 0.66% among 230,000; AlphaScreen L3MBTL1–H3K9me1 peptide binding; further: on the % scale 0 is the no-effect control and ±100 the full control effect; nearly all actives have a fitted effect of over 60% in size
Target sequence (Q9Y468 whole entry, looked up): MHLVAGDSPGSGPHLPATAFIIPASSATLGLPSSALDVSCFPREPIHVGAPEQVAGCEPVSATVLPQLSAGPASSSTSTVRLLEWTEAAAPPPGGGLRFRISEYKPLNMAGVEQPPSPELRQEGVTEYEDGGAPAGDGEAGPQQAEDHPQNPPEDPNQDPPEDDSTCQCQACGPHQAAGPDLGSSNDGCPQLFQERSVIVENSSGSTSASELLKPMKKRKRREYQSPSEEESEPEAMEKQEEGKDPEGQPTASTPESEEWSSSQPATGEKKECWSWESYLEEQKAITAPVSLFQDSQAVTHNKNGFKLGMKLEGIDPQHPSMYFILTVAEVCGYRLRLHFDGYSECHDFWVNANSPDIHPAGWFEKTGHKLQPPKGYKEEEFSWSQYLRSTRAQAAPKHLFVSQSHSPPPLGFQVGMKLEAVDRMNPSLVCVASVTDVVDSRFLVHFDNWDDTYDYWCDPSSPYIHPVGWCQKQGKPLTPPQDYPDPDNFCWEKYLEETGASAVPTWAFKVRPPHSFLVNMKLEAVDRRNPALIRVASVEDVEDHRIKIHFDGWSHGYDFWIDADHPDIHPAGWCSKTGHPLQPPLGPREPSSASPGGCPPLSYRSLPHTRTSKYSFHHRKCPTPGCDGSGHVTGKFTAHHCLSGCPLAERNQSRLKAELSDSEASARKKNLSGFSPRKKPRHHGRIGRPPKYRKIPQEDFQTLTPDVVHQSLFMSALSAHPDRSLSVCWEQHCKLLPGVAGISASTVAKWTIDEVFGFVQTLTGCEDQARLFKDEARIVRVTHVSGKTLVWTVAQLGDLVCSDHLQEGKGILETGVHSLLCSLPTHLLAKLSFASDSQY
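AlphaScreen proximity signal between nickel-chelate acceptor and streptavidin donor beads (final 10 ug/mL) reports binding of 50 nM L3MBTL1 to 75 nM biotin-H3 K9me1 peptide; complex incubated with compounds 30 min at room temperature; cefsulodin titration as control.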
TexasRed fluor = Texas Red fluorescence interference in TRb-SRC2 counter-screen; Potency, µM (top dose mostly 106 µM), without a hit: at the highest dose fluorescence change, negative = quenching; hit rate 0.29% among 280,000; AID 1479; TRb/SRC2 Texas Red total fluorescence interference; active means well fitted curve in either direction with a large enough effect; inconclusive means small, poorly fitted or top-dose-only effect; further: on the % scale 0 is the no-effect control and ±100 the full control effect
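Human TRb ligand-binding domain at 0.6 uM with 20 nM Texas Red SRC2 peptide in Tris buffer containing 1 uM T3 and 5% DMSO, incubated with compound 5 h at ambient temperature. Total fluorescence (555/632 nm) calculated as parallel + 2 × perpendicular.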
Tau fluor counter = counter-screen for tau fibril formation inhibitors | tau K18 P301L Alexa594 fluorescence, heparin fibrillization | Potency, µM (titrated, usually from 57.7 µM), without a hit: at the top dose activity change, negative = decrease | hit rate 0.93% among 280,000; further: on the % scale 0 is the no-effect control and ±100 the full control effect; nearly all actives have a fitted effect of over 55% in size
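Human tau K18 P301L (15 uM unlabeled, 0.24 uM Alexa 594-labeled) in 100 mM sodium acetate pH 7 with 20 uM heparin, 6 hr at 37 C. ThT 30 uM added, 1 hr ambient; Alexa 594 FP and total fluorescence read at 555/632 nm.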
Tau ThT inhib = tau fibrillization inhibition (ThT binding). P10636. recombinant tau K18 P301L (four-repeat tau fragment), heparin-induced fibrillization, ThT fluorescence. Potency, µM (doses to about 57.4 µM), for the others: at the highest dose activity, negative = inhibition, actives largely listed as inhibitors. hit rate 2.1% among 270,000; further: on the % scale 0 is the no-effect control and ±100 the full control effect; nearly all actives have a fitted effect of over 55% in size
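Heparin-induced fibrillization of the P301L-mutant K18 repeat-domain fragment of human tau was followed by ThT binding in quantitative high-throughput format.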
* marks the source's active call; other numbers are inactive results; i = inactive; ? = inconclusive; / = no result given; & = joins results of further samples; [ ] = another dose, or the depositor's remark. Unless noted, the call rests on the fitted dose curve; in most records, active means well fitted curve in the direction sought with a large enough effect; inconclusive means small, poorly fitted or top-dose-only effect, or another doubt; inactive means no such curve, though single readings can be large; an effect the other way counts as inactive or inconclusive. Potency means the concentration at half of the fitted maximal effect. An excerpt, so the mix of outcomes need not match the whole.

SMILES	HTT cytoprotect	TRb SRC2 PPI	Tau FP inhib	RECQ1 helicase	L3MBTL1 inh	TexasRed fluor	Tau fluor counter	Tau ThT inhib
Cc1ccc(S(=O)(=O)c2c(Nc3ccc(C)c(C)c3)sc(C(=O)c3ccc4c(c3)OCO4)c2N)cc1	/	1%	-11%	/	/	-18%	-10%	4%
Cc1ccc2c(c1)N(CC(=O)N1CCCCC1c1cccnc1)C(=O)CO2 (configuration not stated)	-4%	-4%	1%	-8%	/	-1%	2%	-4%
COc1cc(NC(=O)CSc2nc3ccccc3nc2Cc2ccccc2OC)cc(OC)c1	/	5%	-20%	/	/	2%	-29%	6%
CCCOc1ccc(C(=O)Nc2cc3c(cc2N2CCCCC2)n(C)c(=O)n3C)cc1	/	-14%	1%	/	/	0%	-14%	?
O=C(Cn1c(=O)oc2cc(S(=O)(=O)N3CCc4ccccc43)ccc21)NC1CCCC1	9%	3%	-2%	-10%	7%	5%	-23%	-9%
COc1ccccc1NC(=O)Cn1c(=O)c(CNc2ccccc2)cc2cc(OC)c(OC)cc21	/	7%	?	/	/	-3%	?	?
COc1cccc(C(=O)Nc2cccc(SC)c2)c1	-2%	2%	-2%	0%	-3%	-5%	-16%	-17%
CCOC(=O)c1c(C)[nH]c(C(=O)CSc2nnc(-c3ccncc3)n2CC)c1C	-23%	4%	-10%	1%	/	-1%	-7%	-14%
COc1ccc(-c2nnc(SCC(=O)Nc3cccc(Cl)c3C)nc2-c2ccc(OC)cc2)cc1	/	-2%	-3%	/	/	0%	-17%	4%
CC(C)COc1ccc(-c2cc(C(=O)NN)[nH]n2)cc1	1%[10 µM]	-1%	2%	8%	2%	-1%	-6%	?
Cc1cc(NS(=O)(=O)c2ccc(NC(=O)c3cc4ccccc4o3)cc2)no1	-2%	-8%	-1%	5%	/	-2%	-5%	2%
O=C(CSc1ncccc1C(=O)O)c1ccc2ccccc2c1	-32%	-12%	8%	0%	4%	2%	4%	-10%
CCCn1c(=O)c2sccc2n2c(CCCC(=O)Nc3ccc(Oc4ccccc4)cc3)nnc12	/	-3%	0%	/	/	1%	-25%	-9%
COc1ccc(C(C)=O)cc1COC(=O)c1cc(C)nc2ccccc12	4%	-1%	10%	-1%	-10%	-6%	0%	-3%
O=C(O)c1cccc(-n2cccc2/C=N/O)c1	-26%	-5%	?	?	10µM*	-1%	-8%	-21%
CC(C)(C)n1cn[nH]c1=S	-14%[10 µM]	-3%	3%	6%	/	-1%	-6%	/
CCC(C)(C#CCN1CCCCC1)OC(C)=O (configuration not stated)	26%[10 µM]	-10%	-7%[2.34 µM]	i	-9%	0%	10%[2.34 µM]	5%
CC(C)C(NC(=O)C1CCCCC1)C(=O)N1CCN(c2ccc(F)cc2)CC1 (configuration not stated)	-20%	-1%	-17%	i	-9%	2%	-23%	-12%
O=C(O)c1cccnc1SCc1cn2cc(Br)ccc2n1	18%[10 µM]	-6%	7%	-7%	-1%	-1%	-5%	-5%
CSCCC(NS(=O)(=O)c1ccc2c(c1)oc(=O)n2C)C(=O)Nc1ccc(F)c(Cl)c1 (configuration not stated)	/	5%	-10%	/	/	-3%	-18%	-3%
Cc1cc(NC(=O)c2cc3ccccc3o2)cc(C)c1OCC(=O)N1CCOCC1	-29%	-21%	12%	1%	4%	0%	-2%	-9%
N#Cc1ccc(NC(=O)CNc2cc(S(=O)(=O)N3CCOCC3)ccc2NCC2CCCO2)cc1 (configuration not stated)	-24%	1%	4%	-13%	-24%	1%	-20%	-8%
N[C@H](Cc1cnc[nH]1)C(=O)O	-29%	-4%&0%	-3%&-2%	7%&-4%	/	-1%&-2%	3%&-2%	3%&1%
CC(C)NCCCCOc1cccc(Br)c1	-3%[10 µM]	-1%[53 µM]	6%	-6%	-1%	-2%[53 µM]	18%	12%
O=C(CS(=O)(=O)c1c[nH]c2ccccc12)N1CCCc2ccccc21	19%[10 µM]	-11%	-10%	-1%	0%	-3%	-2%	-9%
CCCNC(=O)c1oc2ccc3c(c2c1C)C(=O)CC(C)(C)O3	-84%[inhibitor]	-2%	10%	i	/	-7%	-3%	-1%
CCCOc1ccc(C(=O)NNC(=S)NC(C)=O)cc1	-33%	-13%	-4%	0%	2%	-2%	-6%	-23%
O=C(c1ccc(S(=O)(=O)c2ccccc2)cc1)N1CCCCCC1	3%[10 µM]	5%[53 µM]	4%	-1%	-2%	-3%[53 µM]	5%	4%
CCS(=O)(=O)N1CCC(n2c(C)nc3cccnc32)CC1	/	1%	4%	/	/	0%	0%	-1%
COc1cc(C2C3=C(CC(C)(C)CC3=O)NC3=C2C(=O)c2ccccc23)ccc1O (configuration not stated)	8%[10 µM]	-6%	-1%	-11%	-18%	2%	-1%	3%
Cc1ccc(N=C2NC(=O)/C(=C/c3cccn3C)S2)c(C)c1	10%[10 µM]	-2%	10%	i	?	-1%	-3%	?
Cc1nc2ccccc2n2c(-c3ccccc3)c3c(=O)n(C)c(=O)n(C)c3c12	-11%	0%&-3%	-8%&0%	-2%	/	2%&1%	-5%&-9%	-7%&-25%
CCN1CCS/C1=C/C=C/C1=[N+](CC)CCS1	-25%[10 µM]	6%	0%	1%	0%	0%	12%	?
COc1ccc(/C=C2\CCC(C3CCCC3)C2=O)cc1Cn1cccn1 (configuration not stated)	29%[10 µM]	-1%	8%	2%	5%	-1%	-8%	?
NCCCC[C@H]1CNC(=O)C(=O)N1CCc1cccc2ccccc12	?	-15%	4%	-1%	/	-1%	18%	11%
COCCCNc1nc2c(S(=O)(=O)c3ccc(C)c(C)c3)nnn2c2ccc(Cl)cc12	/	-4%	?	/	/	7%	?	-4%
N#CC1=C(N)C(C#N)(C#N)[C@H](c2ccncc2)[C@H]2CC3(CC=C12)OCCO3	-17%	2%	0%	-11%	7%	4%	0%	-12%
CS(=O)(=O)N(CC(=O)NCc1ccccn1)Cc1ccc(Cl)cc1	-2%[10 µM]	1%	1%	-3%	3%	-1%	-2%	-2%
COC(=O)c1ccccc1NC(=O)c1ccc(CN2CC(=O)N3CCCCC3C2=O)cc1 (configuration not stated)	/	-6%	7%	/	/	3%	-14%	-9%
Cc1cc(C)c2nc(N(Cc3cccnc3)C(=O)Cc3ccccc3)sc2c1	/	-3%	2%	/	/	2%	-13%	-12%

Compound profiles (already shown). Order of values: HTT cytoprotect | TRb SRC2 PPI | Tau FP inhib | RECQ1 helicase | L3MBTL1 inh | TexasRed fluor | Tau fluor counter | Tau ThT inhib
`Cc1cc(NC(=O)c2cc3ccccc3o2)cc(C)c1OCC(=O)N1CCOCC1` reads -29% | -21% | 12% | 1% | 4% | 0% | -2% | -9%
`CCS(=O)(=O)N1CCC(n2c(C)nc3cccnc32)CC1` reads / | 1% | 4% | / | / | 0% | 0% | -1%
`CCCNC(=O)c1oc2ccc3c(c2c1C)C(=O)CC(C)(C)O3` reads -84%[inhibitor] | -2% | 10% | i | / | -7% | -3% | -1%

Next section.
SMILES	HTT cytoprotect	TRb SRC2 PPI	Tau FP inhib	RECQ1 helicase	L3MBTL1 inh	TexasRed fluor	Tau fluor counter	Tau ThT inhib
Cc1noc(C)c1S(=O)(=O)N(CC(=O)NCCc1ccc(Cl)cc1)c1ccc(C(C)C)cc1	/	-3%	-13%	/	/	0%	-13%	-2%
COC(=O)c1ccnc(SCC(=O)c2ccccc2)c1	/	-2%	-2%	-3%	10%	-2%	-8%	-10%
CCOC(=O)C1(Cc2ccccc2)CCN(Cc2cnn(C(C)C)c2)CC1	9%[10 µM]	-4%	?	i	0%	-7%	0%	-3%
COc1cccc(C(=O)Nc2ccccc2-c2nc3ccccc3s2)c1	/	1%	?	/	/	0%	-23%	-5%
O=C(OC(C(=O)Nc1cccc(C(F)(F)F)c1)c1ccccc1)C1CCCCC1 (configuration not stated)	-9%[1.9 µM]	-7%	?	-26%	13%	-3%	-25%	-2%
CCOC(=O)c1c(-c2ccc(OC)c(OC)c2)csc1NC(=O)c1ccccc1F	/	-3%	?	/	/	1%	-13%	-7%
CCOC(=O)Cc1csc(NC(=O)c2cc3c(s2)CCCC3)n1	-135%[inhibitor]	-4%	0%	-2%	/	-1%	?	?
FC(F)(F)c1ccc(CN2C[C@@H]3C(c4ccc(C(F)(F)F)cc4)C4(c5cccnc5)CC3(C4)[C@H]2c2ccccc2)cc1 (some centres not stated)	-57%[inhibitor]	2%&0%	1%&-9%	-7%	/	-1%&0%	-19%&-9%	-16%&-9%
CCOC(=O)c1cc(-c2ccc(F)cc2)n(CCC(=O)NCCc2ccc(C)cc2)c1C	/	-2%	9%	/	/	-7%	-15%	-15%
Cc1c(C)n(Cc2ccccc2)c2ccc(C(=O)NCCc3ccccc3Cl)cc12	/	12%	-5%	/	/	1%	-19%	-1%
C/C(=N\NC(=O)CSc1nc2ccccc2o1)c1cccc(O)c1	14%[10 µM]	1%	0%	12%	/	0%	0%	/
CCOC(=O)c1c(NC(=O)Nc2ccccc2)sc(C)c1C	-24%	1%	-13%	-12%	6%	-4%	?	-17%
CC(=O)NC(=C(Cl)Cl)S(=O)(=O)c1ccccc1	-158%[inhibitor]	7%	0%	-17%	12%	0%	2%	-6%
CC(C)(C)c1cc(P(=O)(c2ccccc2)c2ccccc2)ccc1O	37%[10 µM]	4%	-5%	5%	1%	0%	-5%	-12%
Cc1ccc2nc(-c3ccc(NC(=O)COc4ccccc4C(C)(C)C)cc3)sc2c1	/	-7%	?	/	/	8%	-4%	-1%
COC(=O)c1ccc2c(=O)n(CCCCCC(=O)N3CCN(c4cc(C)ccc4C)CC3)c(=O)[nH]c2c1	/	-7%	2%	/	/	0%	-11%	-18%
COc1ccc(/C=C(\C#N)C(=O)NC2CCS(=O)(=O)C2)cc1OC (configuration not stated)	8%[10 µM]	-6%	3%	-3%	-22%	-2%	-5%	-1%
